RNase H inhibition: RNase H inhibition, HIV 1 Gag Pol polyprotein, FRET biochemical assay, screening (AID 372); hit rate 0.77% among 100,000; one-dose inhibition, % at 10 µM; IC50 in µM for titrated hits; HIV-1 RT RNase H, FRET RNA/DNA substrate fluorescence; higher % means a stronger effect; in the data active means inhibition above about 50%
The depositor's hits bear a star.

Start of the listing, in advance:
SMILES	RNase H inhibition
O=C(CCNS(=O)(=O)c1ccccc1[N+](=O)[O-])Nc1ccc(Br)cc1	0%
COC(=O)CN(c1ccc(C)cc1)S(C)(=O)=O	8%
COCCN1C(=O)c2ccc3c4c(ccc(c24)C1=O)CC3	19%

Results, previewed entries included:
SMILES	RNase H inhibition
O=C(CCNS(=O)(=O)c1ccccc1[N+](=O)[O-])Nc1ccc(Br)cc1	0%
COC(=O)CN(c1ccc(C)cc1)S(C)(=O)=O	8%
COCCN1C(=O)c2ccc3c4c(ccc(c24)C1=O)CC3	19%
CCOc1ccc([C@H]2[C@H](C(=O)c3ccccc3)N3c4ccccc4C=CC3C2(C#N)C#N)cc1 (some centres undefined)	25%
COc1ccc(-c2csc(/C(C#N)=C/c3cccc(Cl)c3)n2)cc1	6%
c1ccc(C(Sc2nnc(-c3ccco3)n2-c2ccccc2)c2ccccc2)cc1	7%
COc1ccc(C2/C(=C(/O)c3ccc(Cl)cc3)C(=O)C(=O)N2c2ccc(C(C)=O)cc2)cc1 (centres undefined)	1%
CC1=C(C(=O)Nc2cccc(Cl)c2C)C(c2ccc([N+](=O)[O-])cc2)NC(=S)N1 (centres undefined)	0%
Cc1ccc2nc(SCCN3CCOCC3)[nH]c2c1	0%
C=COCCNC(=O)C(=O)Nc1ccc(C)cc1	1%
O=C(Cc1cccc2ccccc12)N/N=C/c1cc(O)c(Br)cc1Br	0%
Cc1ccc(S(=O)(=O)N(CC(=O)Nc2ccc(F)cc2)c2cccc(Cl)c2)cc1	19%
CCOC(=O)c1c(NC(=S)NC(=O)c2ccccc2)sc2c1CCN(Cc1ccccc1)C2	14%
CCOC(=O)C1(C(=O)O)NC(=O)CC1c1ccccc1 (centres undefined)	0%
O=C(COc1cccc2ccccc12)NCC1CCCO1 (centres undefined)	7%
CCCC(=O)Nc1ccc(NC(=O)c2ccc(C)cc2)cc1	8%
CCOc1ccccc1OCCOCCOc1cccc(C(F)(F)F)c1	7%
c1ccc2c(Oc3ncnc4sc5c(c34)CCCC5)cccc2c1	32%
CC(=O)c1cccc(NC(=O)CC2S/C(=N\N=C(/C)c3ccc(Cl)cc3)NC2=O)c1 (centres undefined)	13%
C=CCOc1cc(Br)c(C=C2C(=O)N(C)C(=S)N(C)C2=O)cc1OC	5%
Cc1c(C(=O)Nc2ccc(S(=O)(=O)N3CCOCC3)cc2)cccc1[N+](=O)[O-]	13%
O=C(Nc1cc(Cl)cc(Cl)c1)c1ccc(-c2cccc([N+](=O)[O-])c2)o1	47%
COC(=O)c1ccc(C(C2C(=O)CC(C)(C)CC2=O)C2C(=O)CC(C)(C)CC2=O)cc1	0%
Cc1ccc(N=Cc2ccccc2[N+](=O)[O-])cc1	2%
CN1C(=O)C(=Cc2ccccc2OCc2ccc([N+](=O)[O-])cc2)C(=O)N(C)C1=O	5%
Cn1c(=O)c([N+](=O)[O-])c(N2CCOCC2)c2ccccc21	5%
CCN(CC)C(=O)c1sc(N)c(C(=O)OC(C)C)c1C	1%
O=[N+]([O-])c1cc(Cl)ccc1NCCCNS(=O)(=O)Cc1ccccc1	8%
Cc1ccc(C23CC4CC(CC(CNC(=O)c5cc(Cl)cc(Cl)c5)(C4)C2)C3)cc1	10%
COc1ccc(CC(=O)Nc2ccc3oc(-c4ccncc4)nc3c2)cc1OC	7%
COc1cc(-c2nnc3ccc4ccccc4n23)ccc1Oc1ccc([N+](=O)[O-])cc1	15%
O=C(NC(=S)Nc1cccc(C(F)(F)F)c1)c1cccc(I)c1	14%
CCCCCCCCSc1nnc(-c2ccc(Cl)cc2Cl)o1	9%
CCCC/C(=N\NC(=O)c1cccc(Cl)c1)c1ccccc1	0%
COc1cc(OC)c(/C=C2\C(=O)NC(=O)N(c3ccccc3)C2=O)c(OC)c1	10%
Nn1c(SCC(=O)c2ccc([N+](=O)[O-])cc2)nc2ccccc2c1=O	7%
CCn1ccnc1C(O)c1ccc(N(C)C)cc1 (centres undefined)	11%
COc1ccc(/C=C2/SC(=S)N(C(C)C)C2=O)cc1OC	1%
CCCCN(CCCC)C1=C(C(=O)c2ccccc2)N(CC)S(=O)(=O)c2ccccc21	6%
O=C(N=Nc1c(O)[nH]c2ccc([N+](=O)[O-])cc12)c1ccccc1Cl	25%

Next part, overlapping the part above by 2 compounds.
SMILES	RNase H inhibition
CCCCN(CCCC)C1=C(C(=O)c2ccccc2)N(CC)S(=O)(=O)c2ccccc21	6%
O=C(N=Nc1c(O)[nH]c2ccc([N+](=O)[O-])cc12)c1ccccc1Cl	25%
CC(=O)C1=C(O)C(=O)N(CCC(=O)O)C1c1ccccc1[N+](=O)[O-] (centres undefined)	6%
Cc1ccc(OCCCCN2CCCCC2)cc1	19%
Nc1ccccc1C(=O)N1CCN(c2ccc(F)cc2)CC1	3%
CCOC(=O)C1=C(C)N=c2s/c(=C\c3cccc(OCc4ccc([N+](=O)[O-])cc4)c3)c(=O)n2C1c1ccc(Cl)cc1 (centres undefined)	0%
CC1(C)CC(NC(=O)COc2ccc(Cl)cc2Br)CC(C)(C)N1	4%
Cc1ccc(-c2nc3ccccc3o2)cc1NC(=O)c1cccc([N+](=O)[O-])c1C	38%
CCCS(=O)(=O)c1c(S(=O)(=O)CCC)c2cc(-c3ccncc3)ccn2c1C(=O)c1ccc([N+](=O)[O-])cc1	17%
Cc1ccc(/C=C2/SC(=S)N(CCCC(=O)Nc3cccc(Cl)c3Cl)C2=O)cc1	4%
COc1ccc(CCNC(=O)C(=O)NCc2ccc(Cl)cc2)cc1OC	3%
Cc1nc(NC(=S)NC(=O)c2ccccc2)sc1C(C)(C)C	11%
O=C(Cc1ccc(Cl)cc1)Nc1ccccn1	10%
CC(C)(C)C1=CC2(C=C(C(C)(C)C)C1=O)Nc1cc(Br)ccc1OC2c1ccccc1 (centres undefined)	10%
O=C(COc1ccccc1)NCCCn1ccnc1	6%
CC1=NN(C(=O)c2ccccc2)C(O)(c2ccc([N+](=O)[O-])cc2)C1 (centres undefined)	5%
NC(=O)C1(c2ccccc2)CCCN1C(=O)c1ccco1 (centres undefined)	11%
Cc1ccccc1-c1cc(-c2ccccc2O)on1	23%
C=CCOc1ccc(/C=C2\SC(=S)N(Cc3ccccc3)C2=O)cc1OC	7%
Cc1cc(C)n(CC(=O)Nc2ccccc2)n1	0%
CSc1ccc(S(=O)(=O)N(CC(=O)NCc2ccc(Cl)cc2)c2ccc(C)cc2)cc1	18%
O=C(Cc1ccccc1)N/N=C/c1cc2c(cc1Cl)OCO2	18%
Cc1ccc(C(=O)N/C(=C\c2ccc(Br)cc2)C(=O)N2CCCCC2)cc1	18%
Cc1cccc(NC(=S)NNC(=O)c2ccc(-c3ccccc3)cc2)c1	12%
Cc1ccc(NC(=O)/C=C/c2ccc(Cl)cc2Cl)c([N+](=O)[O-])c1	10%
Cc1ccc(N=Cc2cc(Cl)ccc2O)c(C)c1	6%
O=[N+]([O-])c1ccc(N2CCN(CCO)CC2)cc1NCCc1ccccc1	0%
Fc1c(F)c(C(F)(F)F)c(F)c(F)c1N/N=C\c1cccs1	10%
CCCCN(C)C(=O)C(c1ccccc1)c1ccccc1	12%
COc1ccc(C(CC(=O)c2ccc(Br)cc2)Nc2ccc([N+](=O)[O-])cc2)cc1 (centres undefined)	2%
O=C1CCCc2oc3ccc(NS(=O)(=O)c4ccc(F)cc4)cc3c21	6%
CCOc1cc(C2NC(=S)NC(C)=C2C(=O)Nc2ccccc2C)ccc1O (centres undefined)	11%
O=C1CC(Nc2ccccc2)C(=O)N1Cc1ccccc1 (centres undefined)	4%
O=[N+]([O-])c1ccc(C=Nc2cc3c(cc2Br)OCCO3)cc1	0%
CC1=C(C(=O)OC(C)C)C(c2coc3ccc(Cl)cc3c2=O)C2=C(CCCC2=O)N1 (centres undefined)	1%
O=C(/C=C/c1ccccc1)Nc1cccc(C(=O)O)c1	0%
COc1cccc(OC)c1OCC(O)CN1CCC(CN2C(=O)c3cccc4cccc(c34)C2=O)CC1 (centres undefined)	19%
COc1ccccc1N1C(=O)c2ccc(C(=O)NN3C(=O)c4ccccc4C3=O)cc2C1=O	3%
NC(N)=NS(=O)(=O)c1ccc(NC(=S)Nc2ccccc2)cc1	6%
CCc1cc(OCCCOc2ccc(C=O)cc2OC)ccc1Cl	28%
O=C1C(Cl)=CC(=NSc2nc3ccccc3s2)C=C1Cl	41%
CCOC(=O)C1=C(C)NC(=O)NC1c1cc(Cl)c(O)c(OC)c1 (centres undefined)	7%

Part of the list above in a different format.
| SMILES | RNase H inhibition |
| --- | --- |
| CCc1cc(OCCCOc2ccc(C=O)cc2OC)ccc1Cl | 28% |
| O=C(/C=C/c1ccccc1)Nc1cccc(C(=O)O)c1 | 0% |
| COc1cccc(OC)c1OCC(O)CN1CCC(CN2C(=O)c3cccc4cccc(c34)C2=O)CC1 (centres undefined) | 19% |
| CC1=C(C(=O)OC(C)C)C(c2coc3ccc(Cl)cc3c2=O)C2=C(CCCC2=O)N1 (centres undefined) | 1% |
| NC(N)=NS(=O)(=O)c1ccc(NC(=S)Nc2ccccc2)cc1 | 6% |

Other records.
SMILES	RNase H inhibition
Cc1ccc(N2C(=O)C(Cl)=C(NC3CCCCC3)C2=O)c(C)c1	13%
O=C(Nc1ccccc1[N+](=O)[O-])c1c(F)cccc1F	0%
O=C(Oc1ccc(/C=c2/sc3nc4ccccc4n3c2=O)cc1)c1ccccc1	12%
COc1ccc(/C=C2/C(=O)NN(c3ccccc3)C2=O)c(OC)c1	12%
O=[N+]([O-])c1cc2c(cc1C=Nc1ccc(Cl)cc1Cl)OCO2	14%
c1ccc(OCCCCN2CCCC2)cc1	0%
CCOc1cc(C2C(C(=O)OCCc3ccccc3)=C(C)NC3=C2C(=O)CC(c2ccc(Cl)cc2)C3)cc(Br)c1O (centres undefined)	27%
COc1ccc(C2=C(NCCc3ccc(S(N)(=O)=O)cc3)c3ccccc3C2=O)cc1	0%
NS(=O)(=O)c1ccc(NC(=S)NC(=O)/C=C/c2ccc([N+](=O)[O-])cc2)cc1	9%
Cc1c(NC(=O)c2cc3ccccc3o2)cccc1-c1nc2ccccc2s1	6%

Reprinted at random: 2 compounds from above.
SMILES	RNase H inhibition
CCOc1ccc([C@H]2[C@H](C(=O)c3ccccc3)N3c4ccccc4C=CC3C2(C#N)C#N)cc1 (some centres undefined)	25%
O=C(NC(=S)Nc1cccc(C(F)(F)F)c1)c1cccc(I)c1	14%

Further structures
SMILES	RNase H inhibition
Clc1ccccc1N=Cc1c[nH]c2ccccc12	0%
O=C(C(=Cc1ccc(-c2ccc(Br)cc2)o1)C(=O)c1ccccc1)c1ccccc1	1%
CC1=C(C)CC2C(=O)N(c3ccc(F)cc3)C(=O)C2C1 (centres undefined)	8%
COc1ccc(N=Cc2c(O)n(-c3ccccc3)c(=O)c3ccccc23)cc1	2%
Cc1ccc(CN2CCN(C(=O)c3ccccc3F)CC2)cc1	14%
CCc1cc2c(Nc3ccccc3Cl)ncnc2s1	12%
CNS(=O)(=O)c1cc(S(=O)(=O)NC)c2cccc3c2c1NC3=O	9%
Cc1ccccc1NC(=O)C1C2CC/C=C\CC/C=C/CCC21 (centres undefined)	11%
C=CCn1c(=O)c(C(=O)NCc2ccc(F)cc2)c(O)c2ccccc21	23%
S=C(NCc1cccnc1)NC12CC3CC(CC(C3)C1)C2	5%
COc1ccc(/C=C2\C(=O)NC(=S)N(c3cccc4ccccc34)C2=O)cc1OC	2%
COC(=O)c1ccccc1NC(=O)C1CC(=O)N(C2CCCCC2)C1 (centres undefined)	4%
COc1ccccc1OCC(=O)NCc1cccnc1	2%
CC(C)CC(=O)N1c2ccccc2NC2=C(C(=O)CC(C)(C)C2)C1c1ccc2c(c1)OCO2 (centres undefined)	3%
C=CCC(NCc1ccccc1)c1ccco1 (centres undefined)	6%
O=c1[nH]c(=O)n(Cc2ccc(F)cc2)c(O)c1/C=C1/C=CC=N1	35%
O=[N+]([O-])c1cccc(-c2c(O)c3ccccc3c3nc4ccccc4nc23)c1	8%
C=CCN1C(=O)/C(=C/c2c(NC)nc3ccccn3c2=O)SC1=S	26%
O=C(Nc1ccc(Br)cc1)c1ccc(CN2CCc3ccccc3C2)cc1	0%
CC1=C(C(=O)OC2CCCC2C)C(c2ccc(Cl)cc2)NC(=O)N1 (centres undefined)	12%
CC(C)(C)NC(=O)C(=O)N/N=C/c1ccccc1Cl	10%
COc1ccc(/C=C2\NC(=S)NC2=O)cc1Cl	37%
CSCCOC(=O)C1=C(C)NC(=O)NC1c1cc2c(cc1Br)OCO2 (centres undefined)	14%
CCOC(=O)c1c(NC(=O)c2ccccc2OCC)sc2c1CCCC2	26%
Fc1ccccc1OCCn1ccnc1	7%
O=C(Nc1ccccc1)C1C(c2ccccc2)=C1c1ccccc1	10%
COc1ccc(CC(=O)NNC(=O)c2ccccc2Cl)cc1	5%
CCSc1nnc(-c2ccc(Cl)cc2Cl)o1	7%
COc1ccc(NCc2cccnc2)cc1	3%
CCOC(=O)C1=C(C)NC(=O)NC1c1cc(C)cs1 (centres undefined)	3%
N=C1/C(=C/c2ccc(OCc3ccc(F)cc3)cc2)C(=O)N=C2SC(c3ccccc3)=NN12	24%
C#CCSc1nc2c(c(=O)n1-c1ccccc1)C1(CCCC1)Cc1ccccc1-2	16%
O=C(/C=C/c1ccc([N+](=O)[O-])cc1)c1cccc(Br)c1	15%
O=C(c1ccc([N+](=O)[O-])cc1)N1CCN(Cc2ccc3c(c2)OCO3)CC1	5%
Cc1cc2ncn(C(=O)c3ccc([N+](=O)[O-])cc3)c2cc1C	11%

Compound activity from PubChem.

Some of the compounds tested; count on the stated rates, not on these rows.
